Source: PubChem (several laboratories)
STK33 kinase inh: inhibitors of human STK33 kinase | inhibition, % at 10 µM | 320,000 compounds, 0.073% hits | purified STK33, MBP phosphorylation, ADP-Glo luminescence | Q9BYT3;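 active means inhibition at or above 25%, using the most active replicate where run in duplicate; inactive means inhibition below 25%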
Target sequence (Q9BYT3 whole entry, looked up): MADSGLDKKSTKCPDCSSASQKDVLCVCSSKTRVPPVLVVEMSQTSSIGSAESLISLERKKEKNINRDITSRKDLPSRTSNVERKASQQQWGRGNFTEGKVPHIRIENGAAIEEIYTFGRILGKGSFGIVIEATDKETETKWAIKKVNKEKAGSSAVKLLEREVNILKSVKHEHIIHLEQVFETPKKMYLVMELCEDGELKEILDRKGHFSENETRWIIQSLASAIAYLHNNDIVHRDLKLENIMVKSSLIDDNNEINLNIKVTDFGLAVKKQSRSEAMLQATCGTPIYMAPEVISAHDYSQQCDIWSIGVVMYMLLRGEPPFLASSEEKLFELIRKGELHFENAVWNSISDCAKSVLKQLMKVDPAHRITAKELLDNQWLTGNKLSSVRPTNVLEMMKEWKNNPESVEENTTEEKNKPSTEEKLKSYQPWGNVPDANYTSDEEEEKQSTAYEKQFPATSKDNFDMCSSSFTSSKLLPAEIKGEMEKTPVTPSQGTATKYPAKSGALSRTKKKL
OX1R antag-1: OX1R (human) antagonism; OX1R-expressing cells, FRET antagonist read-out; O43613; AID 485270; inhibition, % at 6.6 µM; 330,000 compounds, 1.8% hits; in the data active means inhibition mostly above about 38%, no sharp cut-off; inactive means mostly below about 40%;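 further: 0% = agonist challenge alone and 100% = reference antagonist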
Target sequence (O43613 whole entry, looked up): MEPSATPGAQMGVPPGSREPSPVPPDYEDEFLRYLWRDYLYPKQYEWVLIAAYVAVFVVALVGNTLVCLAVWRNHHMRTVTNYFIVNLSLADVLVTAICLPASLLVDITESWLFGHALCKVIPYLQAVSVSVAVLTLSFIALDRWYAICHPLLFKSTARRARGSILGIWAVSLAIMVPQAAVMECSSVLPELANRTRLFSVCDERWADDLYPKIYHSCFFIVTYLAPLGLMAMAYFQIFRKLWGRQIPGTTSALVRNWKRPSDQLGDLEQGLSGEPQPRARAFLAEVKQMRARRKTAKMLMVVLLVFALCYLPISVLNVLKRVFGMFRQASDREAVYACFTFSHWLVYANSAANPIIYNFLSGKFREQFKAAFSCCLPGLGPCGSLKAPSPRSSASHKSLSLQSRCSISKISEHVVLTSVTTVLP
OX1R antag-2: antagonists of human orexin 1 receptor | O43613 | CHO/OX1R cells, Fluo-8 calcium fluorescence, orexin A | inhibition, % at 5 µM | 330,000 compounds, 0.43% hits | AID 434989;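 active means inhibition above its plate's threshold, mean inhibition of all tested compounds on the plate plus 3 SD, cut at about 37% in these data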;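 further: 0% = orexin A challenge wells and 100% = SB-334867-A antagonist wells; not every result past the cut was called active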
* marks the source's active call; other numbers are inactive results.

For CN1CCN(C(=O)CN2C(=O)NC(C)(c3ccc4ccccc4c3)C2=O)CC1 (stereo not drawn) the results were STK33 kinase inh -1.3, OX1R antag-1 3.1 and OX1R antag-2 -6.7.
COC(=O)c1cc(OC)c(OC)cc1NC(=O)C1CCCO1 (stereo not drawn) was read as STK33 kinase inh -0.2, OX1R antag-1 8.4 and OX1R antag-2 2.0.
`O=C(Nc1cccc(F)c1)C1CCN(C(=O)c2ccc(Br)cc2)CC1` gave STK33 kinase inh 1.3, OX1R antag-1 7.4 and OX1R antag-2 -23.0.
For Nc1nnc(SCC(=O)Nc2cc(S(=O)(=O)N3CCOCC3)ccc2N2CCCC2)s1 the results were STK33 kinase inh -2.4, OX1R antag-1 0.5 and OX1R antag-2 -1.4.
`CC(C)COc1ccc(C(=O)N/C(=C/c2cccc([N+](=O)[O-])c2)C(=O)O)cc1` gave STK33 kinase inh -0.3, OX1R antag-1 1.8 and OX1R antag-2 -8.1.
COc1cc(C(O)P(=O)(OCC(C)C)c2ccc(N(C)C)cc2)cc(OC)c1OC (stereo not drawn) was read as STK33 kinase inh 0.5, OX1R antag-1 6.0 and OX1R antag-2 -12.4.
For O=C(CS(=O)c1ccc(F)cc1)Nc1ccccc1Cl (stereo not drawn) the results were STK33 kinase inh 0.1, OX1R antag-1 22.8 and OX1R antag-2 -12.9.
`Cc1ccc(S(=O)(=O)N2C(=O)CCC2C(=O)N2CCN(C)CC2)cc1` (stereo not drawn) gave STK33 kinase inh 0.1, OX1R antag-1 6.8 and OX1R antag-2 -12.5.
`NC1=NN(c2cccc(C(=O)O)c2)C(=O)C1` gave STK33 kinase inh -0.8, OX1R antag-1 19.6 and OX1R antag-2 11.5.
For Cc1ccc(S(=O)(=O)N(C)c2nonc2C)cc1 the results were STK33 kinase inh -1.0, OX1R antag-1 19.9 and OX1R antag-2 -8.8.
`O=C(CNC(=O)c1ccccc1)OC1CCCCC1` gave STK33 kinase inh 0.4, OX1R antag-1 4.5 and OX1R antag-2 -1.7.
`CC(=O)c1sc(NC(=O)CCS(=O)(=O)c2ccc(C)cc2)nc1C` gave OX1R antag-1 10.7 and OX1R antag-2 -22.3.
CCCN(C(=O)Cn1ncc2c([nH]c3ccccc32)c1=O)c1ccccc1C was read as STK33 kinase inh -4.4, OX1R antag-1 18.5 and OX1R antag-2 -8.2.
Screening Cc1cc(C(F)(F)F)n(-c2ccc(N)cc2)n1 returned STK33 kinase inh 0.5, OX1R antag-1 12.7 and OX1R antag-2 1.0.
`O=C1OC(/C(=C\NCc2ccccc2)[N+](=O)[O-])c2ccccc21` (stereo not drawn) gave STK33 kinase inh -1.4, OX1R antag-1 32.7 and OX1R antag-2 -10.1.
Screening Cc1onc(-c2c(Cl)cccc2Cl)c1NC(=O)N1CCSCC1 returned STK33 kinase inh -5.1, OX1R antag-1 4.3 and OX1R antag-2 5.8.
Screening C=CCn1c(O)c(N=Nc2ccccc2O)c2ccccc21 returned STK33 kinase inh 1.3, OX1R antag-1 6.1 and OX1R antag-2 76.5*.
`O=C(Nc1ccc2c(c1)CCC2)C1CCCO1` (stereo not drawn) gave STK33 kinase inh -1.5, OX1R antag-1 9.2 and OX1R antag-2 -13.6.
`COc1ccc(/C(C)=N/Nc2nc3ccccc3nc2C)cc1OC` gave STK33 kinase inh 0.0, OX1R antag-1 40.9 and OX1R antag-2 -21.9.
CC1CCN(CC(O)COC2CC(C)CCC2C(C)C)CC1 (stereo not drawn) was read as STK33 kinase inh 0.3, OX1R antag-1 10.7 and OX1R antag-2 -6.6.
`Cn1nc(-c2ccccc2)c(CSc2cccc(Cl)c2)c1Cl` gave STK33 kinase inh -1.0, OX1R antag-1 14.8 and OX1R antag-2 -44.9.
O=C(COc1cccc2c1CCN(Cc1ccccc1F)C2=O)N1CCCCC1 was read as STK33 kinase inh -1.0, OX1R antag-1 34.1 and OX1R antag-2 -28.1.
`O=[N+]([O-])c1ccccc1S(=O)(=O)NC1CCCCCCC1` gave STK33 kinase inh -1.8, OX1R antag-1 23.1 and OX1R antag-2 -3.3.
COC(=O)CS(=O)(=O)c1ccc(C)cc1 was read as STK33 kinase inh -0.7, OX1R antag-1 1.0 and OX1R antag-2 -2.6.
COc1cc(S(=O)(=O)N2CCOCC2)ccc1NC(=O)COC(=O)CC12CC3CC(CC(C3)C1)C2 was read as STK33 kinase inh 1.7, OX1R antag-1 4.2 and OX1R antag-2 -13.6.
For Cc1cc(C)nc(N/N=C/c2c[nH]c3ccccc23)n1 the results were STK33 kinase inh -0.8, OX1R antag-1 11.5 and OX1R antag-2 -12.5.
COc1ccccc1N(CC(=O)Nc1ccc(C)cc1Cl)S(=O)(=O)c1cccs1 was read as STK33 kinase inh -0.3, OX1R antag-1 9.4 and OX1R antag-2 -13.5.
For COCCn1c(SCC(=O)c2cccc(OC)c2)nnc1-c1ccco1 the results were STK33 kinase inh -0.7, OX1R antag-1 13.9 and OX1R antag-2 -21.7.
Cc1ccc(C(=O)C(OC(=O)c2cnccn2)c2ccccc2)cc1 (stereo not drawn) was read as OX1R antag-1 7.4 and OX1R antag-2 -28.4.
COc1ccccc1Nc1nc(-c2cccs2)cs1 was read as STK33 kinase inh 1.0, OX1R antag-1 15.8 and OX1R antag-2 -16.4.
For CC(c1ccccc1)N(C)C(=O)CN1CCN(S(=O)(=O)c2ccc3c(c2)OCCCO3)CC1 (stereo not drawn) the results were STK33 kinase inh -0.2, OX1R antag-1 6.3 and OX1R antag-2 -24.4.
For CCOC(=O)c1sc(=S)n(-c2cc(OC)ccc2OC)c1N the results were STK33 kinase inh 0.3, OX1R antag-1 20.2 and OX1R antag-2 -33.5.
`C=CCNC(=O)C1CC(=O)N(c2ccc(OCC(=O)Nc3cccc(OC)c3)cc2)C1` (stereo not drawn) gave STK33 kinase inh 0.4, OX1R antag-1 12.5 and OX1R antag-2 -1.6.
Screening COc1ccc(C)cc1NC(=O)C(Sc1nnc(-c2ccncc2)n1-c1ccc(Cl)cc1)c1ccccc1 (stereo not drawn) returned STK33 kinase inh 0.8, OX1R antag-1 10.2 and OX1R antag-2 -38.0.
Screening CCc1ccc(NCCC(=O)c2ccc(Cl)cc2)cc1 returned STK33 kinase inh -0.6, OX1R antag-1 8.3 and OX1R antag-2 -10.1.
For O=C(Cc1cccs1)NCCCc1ccccc1 the results were STK33 kinase inh -1.0, OX1R antag-1 23.5 and OX1R antag-2 -8.1.
O=C(CCCc1ccccc1)Nc1ccnn1C1CCN(Cc2ccc(CO)o2)CC1 was read as STK33 kinase inh -1.7, OX1R antag-1 11.8 and OX1R antag-2 -4.3.
CCOC(=O)c1ccc(N2C(=O)CC(N3CCC(C(N)=O)(N4CCCCC4)CC3)C2=O)cc1 (stereo not drawn) was read as STK33 kinase inh -0.9, OX1R antag-1 -8.1 and OX1R antag-2 -11.9.
O=C1NC(=O)C2(CCCCCCCCCCC2)N1 was read as STK33 kinase inh 3.1, OX1R antag-1 10.1 and OX1R antag-2 -26.3.
`Cc1cc[n+](CC(=O)Nc2cccc(C)c2)cc1` gave STK33 kinase inh -0.2, OX1R antag-1 25.6 and OX1R antag-2 5.4.
Screening COc1cccc(CC2(CO)CCCN(CC3=Cc4cc(OC)ccc4OC3)C2)c1 (stereo not drawn) returned STK33 kinase inh -1.1, OX1R antag-1 25.7 and OX1R antag-2 -30.2.
Cc1nnc(SCC(=O)Nc2ccccc2NC(=O)CSc2nnc(C)s2)s1 was read as STK33 kinase inh -0.5, OX1R antag-1 -0.5 and OX1R antag-2 -2.6.
CN(C)CCOc1cccc(Br)c1 was read as STK33 kinase inh -0.6, OX1R antag-1 7.8 and OX1R antag-2 -8.2.
`Cc1cc(C=O)c2c(c1)C=CC1(Oc3ccccc3C(=O)N1C)O2` (stereo not drawn) gave STK33 kinase inh 1.4, OX1R antag-1 23.2 and OX1R antag-2 -12.6.
Cc1cccc(NC(=O)CCN2CCCC(C)C2)c1 (stereo not drawn) was read as STK33 kinase inh -1.3, OX1R antag-1 2.7 and OX1R antag-2 -16.1.
For COc1ccc(Cl)cc1NS(=O)(=O)c1cccc2cccnc12 the results were STK33 kinase inh -1.6, OX1R antag-1 1.4 and OX1R antag-2 -29.3.
COc1ccc(-c2cc(=O)oc3cc(OCC(=O)NCCCn4ccnc4)ccc23)cc1 was read as STK33 kinase inh 0.7, OX1R antag-1 12.1 and OX1R antag-2 -11.3.
C=CCn1c(=O)[nH]c2cc(C(=O)N3CC=C(c4ccccc4)CC3)ccc2c1=O was read as STK33 kinase inh -0.8, OX1R antag-1 11.0 and OX1R antag-2 -27.1.
For CCOC(=O)C1CCCN(C(=O)c2ccccc2NC(=O)C2=C(C)OCCS2)C1 (stereo not drawn) the results were STK33 kinase inh -0.6, OX1R antag-1 13.6 and OX1R antag-2 -10.5.
Screening O=C(CN1CCCCC1)N1c2ccccc2Oc2ccccc21 returned STK33 kinase inh -1.5, OX1R antag-1 8.3 and OX1R antag-2 -3.4.
Screening CN(C)c1ccc(NC(=O)COC(=O)c2ccc3c(c2)OCO3)cc1 returned STK33 kinase inh -1.2, OX1R antag-1 7.9 and OX1R antag-2 -22.7.
For CCC(=O)Nc1nc2ccc3nc(C)sc3c2s1 the results were STK33 kinase inh 0.2, OX1R antag-1 22.1 and OX1R antag-2 -20.0.
For O=C(c1ccc(=O)oc1)N1CCC(C(O)(c2ccccc2)c2ccccc2)CC1 the results were STK33 kinase inh -1.1, OX1R antag-1 4.6 and OX1R antag-2 -6.8.
For Nc1cc(=O)[nH]c(SCC(=O)Nc2cccc(S(=O)(=O)N3CCCCCC3)c2)n1 the results were STK33 kinase inh -1.3, OX1R antag-1 10.9 and OX1R antag-2 -11.1.
`CC(C)C1S/C(=N/N=C/c2ccco2)NC1=O` (stereo not drawn) gave STK33 kinase inh -0.8, OX1R antag-1 7.0 and OX1R antag-2 5.5.
Screening CCC1Sc2ccc(S(=O)(=O)CCC(=O)Nc3c(Cl)cc(OC)cc3OC)cc2NC1=O (stereo not drawn) returned STK33 kinase inh 0.1, OX1R antag-1 4.8 and OX1R antag-2 -26.3.
COc1nc(N(C)C)nc(N2CC(=O)N(CCNS(=O)(=O)c3ccc(C)cc3)C2=N)n1 was read as STK33 kinase inh -0.9, OX1R antag-1 -3.8 and OX1R antag-2 -12.8.
Screening COC(CNc1nc(SC)nc2sc3c(c12)CCN(C)C3)OC returned STK33 kinase inh 1.7, OX1R antag-1 13.2 and OX1R antag-2 -5.0.
Screening Cc1ccc(C(=O)N/N=C\c2ccc[nH]2)cn1 returned STK33 kinase inh -0.9, OX1R antag-1 10.5 and OX1R antag-2 -2.9.
For CC1CCN(C(=O)C2CCN(S(=O)(=O)c3cc(Cl)ccc3Cl)CC2)CC1 the results were STK33 kinase inh -0.8, OX1R antag-1 21.8 and OX1R antag-2 -18.7.

Looked up by structure from the entries so far (5):
CCCN(C(=O)Cn1ncc2c([nH]c3ccccc32)c1=O)c1ccccc1C was read as STK33 kinase inh -4.4, OX1R antag-1 18.5 and OX1R antag-2 -8.2.
Screening COc1ccc(C)cc1NC(=O)C(Sc1nnc(-c2ccncc2)n1-c1ccc(Cl)cc1)c1ccccc1 (stereo not drawn) returned STK33 kinase inh 0.8, OX1R antag-1 10.2 and OX1R antag-2 -38.0.
For CC(c1ccccc1)N(C)C(=O)CN1CCN(S(=O)(=O)c2ccc3c(c2)OCCCO3)CC1 (stereo not drawn) the results were STK33 kinase inh -0.2, OX1R antag-1 6.3 and OX1R antag-2 -24.4.
`O=C(CNC(=O)c1ccccc1)OC1CCCCC1` gave STK33 kinase inh 0.4, OX1R antag-1 4.5 and OX1R antag-2 -1.7.
`O=C(Nc1cccc(F)c1)C1CCN(C(=O)c2ccc(Br)cc2)CC1` gave STK33 kinase inh 1.3, OX1R antag-1 7.4 and OX1R antag-2 -23.0.

Carrying on:
`COC(=O)CC(NC(=O)C1CC1)c1ccc2c(c1)OCO2` (stereo not drawn) gave STK33 kinase inh -1.5, OX1R antag-1 16.7 and OX1R antag-2 -6.7.
For O=S(=O)(NCCNS(=O)(=O)c1ccc(F)cc1)c1ccc(F)cc1 the results were STK33 kinase inh -1.9, OX1R antag-1 -4.3 and OX1R antag-2 -9.3.
For O=C(Nc1ccc(S(=O)(=O)N2CCOCC2)cc1)c1ccc(Cl)s1 the results were STK33 kinase inh -1.3, OX1R antag-1 1.3 and OX1R antag-2 -2.3.
COc1ccc(NC(=O)/C(C#N)=C/c2ccc(OCCN3CCOCC3)c(OC)c2)c(OC)c1 was read as STK33 kinase inh -2.6, OX1R antag-1 5.7 and OX1R antag-2 1.4.
Screening COc1ccc(OCC(=O)Nc2nc3ccc(NC(C)=O)cc3s2)cc1 returned STK33 kinase inh 0.5, OX1R antag-1 13.0 and OX1R antag-2 -3.9.
For O=C1CC/C=C\C[C@@H](CC(=O)N(CCO)Cc2ccccc2)C(=O)NC[C@@H](c2ccccc2)O1 the results were STK33 kinase inh -0.1, OX1R antag-1 4.9 and OX1R antag-2 -5.7.
Screening c1ccc2c(c1)OCC(c1nn3cnnc3s1)O2 (stereo not drawn) returned STK33 kinase inh 0.0, OX1R antag-1 9.5 and OX1R antag-2 2.1.
Screening COc1ccc2sc(N(CCN(C)C)C(=O)/C=C/c3cccs3)nc2c1 returned STK33 kinase inh -1.2, OX1R antag-1 15.4 and OX1R antag-2 -34.0.
`CCc1c(C)sc(NC(=O)C2CCCCC2C(=O)O)c1C(N)=O` (stereo not drawn) gave STK33 kinase inh 4.6, OX1R antag-1 15.6 and OX1R antag-2 -6.9.
CCN(CCCNC(=O)CNC(=O)Cn1cnc2ccccc2c1=O)c1ccccc1 was read as STK33 kinase inh -1.0, OX1R antag-1 19.8 and OX1R antag-2 -16.9.
For O=C(COC(=O)c1cccnc1Nc1ccccc1F)NCCN1C(=O)CSC1=O the results were STK33 kinase inh -1.5, OX1R antag-1 54.8* and OX1R antag-2 14.6.
CCN1C(=O)/C(=C2/Sc3ccc(OC)cc3N2C)SC1=Nc1cccc(O)c1 was read as STK33 kinase inh -0.5, OX1R antag-1 11.3 and OX1R antag-2 2.8.

The order is random; overall some 2.2% were active at least once.
